High-throughput results as filed in PubChem BioAssay.
mHTT CaM bind: inhibitors of human mutant huntingtin-calmodulin interaction; AlphaScreen His-mHTT/GST-CaM binding, luminescence; AID 1671202; inhibition, % at 15 µM; P42858; hit rate 3.6% among 190,000;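 note: 0% = both proteins with DMSO and 100% = one protein alone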
Pf apPOL block: Pf-apPOL DNA polymerase inhibition; hit rate 0.25% among 210,000; inhibition, % at 10 µM; Recombinant Pf-apPOL, molecular beacon fluorescence, 1.5 h; AID 1794808
Starred values were filed as active, the others as inactive; i = inactive; nt = not tested or not shown; & = joins results of further samples; ! = not active in a repeat. Cut-off read from the data, not from the text of the source: active = inhibition above about 50%; inactive = the rest. Only part of the results is shown; count on the stated rates, not on these rows.

smiles | mHTT CaM bind | Pf apPOL block
COc1ccc(Br)cc1C(=O)Nc1cccc(-c2nc3ccccc3[nH]2)c1 | 14 | 3
Cc1ccccc1NC(=O)c1cc(I)ccc1Cl | -6 | -1
CSc1nsc(SC)c1C(=O)NC(=O)Nc1cc(C)on1 | nt | -4
O=CN1CCN(C2CC(=O)N(c3ccc(F)cc3)C2=O)CC1 (centres undefined) | 4 | 7
CCOc1ccccc1C(=O)N1CC(CN(C)C)C2(CCOCC2)C1 (centres undefined) | -1 | -11
Cc1c(NC(=O)Cc2ccccc2)cccc1-c1nc2ccccc2o1 | 2 | 0
O=C(O)CS(=O)(=O)c1ccccc1[N+](=O)[O-] | nt | 10
COc1ccc(NC(=O)CSc2cccc3cccnc23)cc1 | 53*! | -7&-10
Cc1nc(C)c(C(=O)O)cc1C(=O)O | -8 | 2
COc1cccc2cc(C(=O)OC3CC4CCC3(C)C4(C)C)c(=O)oc12 (centres undefined) | -7 | -1
CCc1noc(-c2cccnc2N2CCCN(C(=O)c3ccco3)CC2)n1 | 8 | -3
O=C(Nc1ccc(I)cc1)c1cccnc1Cl | -2 | -2
O=[N+]([O-])c1ccc(O)c(C2=NNC(c3ccncc3)C2)c1 (centres undefined) | 30 | -2
CCOc1ccc(C(=O)N2CCCC(C)(C(=O)NCc3cccc(OC)c3)C2)cc1 (centres undefined) | 7 | 3
CCCC(=O)Nc1ccc(Cl)c(-c2nc3ncccc3o2)c1 | 45&24 | 1&-1
CCN(CC)C(=O)c1cc2c(s1)CCC(C(=O)Nc1ccc(F)cc1)C2 (centres undefined) | 0 | -4
COC1=CCCC2C=CC3C(CCC4(C)C3CCC43CCC(=O)O3)C12C (centres undefined) | -3 | 4
O=C1c2ccccc2C(=O)c2c1oc1c3c(ccc21)OCN(Cc1cccnc1)C3 | 94*! | 12&-1
CCn1c(C2CCN(S(=O)(=O)c3cccc(F)c3)C2)nc2cccnc21 (centres undefined) | 1 | -2
Cc1ccc(NC(=O)N2CCCC(CCC(=O)N3CCOCC3)C2)cc1 (centres undefined) | 1 | -6
O=C(CCc1ccccc1)NCC(c1ccsc1)N1CCOCC1 (centres undefined) | -18 | 1
Cc1cc(Oc2nc3c(c(=O)n(Cc4ccccc4)c(=O)n3C)n2C)ccc1Cl | nt | -2&-6
COc1ccc2nc(N3CCCC(C(=O)NCc4ccc(F)cc4)C3)sc2c1 (centres undefined) | 12 | -3
CC(=O)c1sc(N2N=C(c3cc(C)ccc3C)CC2c2cccc([N+](=O)[O-])c2)nc1C (centres undefined) | 6 | -1
Cc1ccccc1C(=O)Nc1ccccc1C(C)C | -4 | 2
COCCNC(=O)c1ccc(CNS(=O)(=O)c2cc(C)ccc2C)cc1 | -10 | -3
CCOC(=O)c1c(C)oc2ccc(OC(C)=O)cc12 | -14 | -1
Fc1ccccc1N1CCN(Cc2cccc(OCc3ccccc3)c2)CC1 | -8 | -2
CCSc1ccccc1C(=O)Nc1nc(-c2cccs2)cs1 | 15 | -4
Cc1ccc2nc3c(c(C(=O)NC(C)C)c2c1)CCC3 | 14 | -3

Retrieved by compound from above:
smiles | mHTT CaM bind | Pf apPOL block
CCOc1ccc(C(=O)N2CCCC(C)(C(=O)NCc3cccc(OC)c3)C2)cc1 (centres undefined) | 7 | 3
CCOC(=O)c1c(C)oc2ccc(OC(C)=O)cc12 | -14 | -1
O=[N+]([O-])c1ccc(O)c(C2=NNC(c3ccncc3)C2)c1 (centres undefined) | 30 | -2
Cc1c(NC(=O)Cc2ccccc2)cccc1-c1nc2ccccc2o1 | 2 | 0

The list goes on:
smiles | mHTT CaM bind | Pf apPOL block
CCn1nc(C)c(Cc2c(C)nn(CC)c2C)c1C | 0 | -6
O=C1NC(c2cccc(Br)c2)Nc2ccccc21 (centres undefined) | -6 | 6
O=C(NC1CCN(c2nnc3ccc(C(F)(F)F)cn23)CC1)c1cccc(F)c1 | -7 | 0
COC(=O)NNc1ncnc(N)c1[N+](=O)[O-] | 4 | -1
CCC1CCCCN1CN1C(=O)c2ccccc2C1=O (centres undefined) | -4 | 3
O=C(C1CCN(S(=O)(=O)c2ccc(F)cc2)CC1)N1CCN(c2ccccc2)CC1 | 10 | -53
CC1=CC(=O)C=CC1=NC(=NS(=O)(=O)c1ccc(C)cc1)c1ccccc1 | 58* | -9
O=C(NCCc1ccccn1)c1ccc(Cl)cc1Cl | -4 | -2
CC(=O)Nc1ccc(S(=O)(=O)Nc2ccc(C(F)(F)F)cc2[N+](=O)[O-])cc1 | 5 | 2
CCN(c1ccccc1)S(=O)(=O)c1ccc([N+](=O)[O-])cc1 | 6 | -5
CCc1nnsc1C(=O)Nc1ccc(S(=O)(=O)N(C)c2ccccc2)cc1 | -7 | -5
O=C(COc1ccccc1[N+](=O)[O-])Nc1ccc(N2CCOCC2)cc1 | 3 | -6
COC(CNC(=O)c1ccc2c(c1)ncn2-c1ccc(C)c(Cl)c1)OC | 33 | 35
CCOc1ccccc1C(=O)Nc1nnc(SCC)s1 | -5 | 5
CCOc1ccc(-c2noc(CS(=O)(=O)c3cc(C)c(C)cc3C)n2)cc1 | -22 | -3
O=Cc1c(Cl)nc2ccccn2c1=O | 47 | nt
COc1cc(CNC23CC4CC(CC(C4)C2)C3)cc2c1OCO2 | 11 | 6
CCCN1C(=O)Cc2ccccc2C1C(=O)NCc1ccccc1Br (centres undefined) | 5 | -3
Cn1nc(-c2nc(-c3ccccc3)no2)c2c1CCN(C(=O)COc1ccccc1)C2 | 33 | -6
CC(C)(C)c1csc(NN=Cc2ccc3c(c2)OCO3)n1 | nt | 7
O=C(NCc1ccco1)C1CCN(c2ncccc2-c2nc(-c3ccccc3)no2)CC1 | 1 | -3
O=c1c2scc(-c3cccc(F)c3)c2ncn1Cc1ccncc1 | 13 | -2
Cc1nnc(C)n1/N=C/c1cccn1C | i | nt
O=C(NCC1CCCO1)C1CCCN(S(=O)(=O)N2CCCCCC2)C1 (centres undefined) | -9 | -3
CC(=O)NC(=O)c1cc2cc(Cl)cc(Cl)c2oc1=Nc1cccc(F)c1 | 2 | -1
Cc1[nH]nc2c1C1(C(=O)Nc3ccccc31)C(C#N)=C(N)O2 (centres undefined) | -12 | -12&-17
COc1ccc(C2CC(C(F)(F)F)n3nc(C(=O)Nc4cccc(C(C)O)c4)cc3N2)cc1 (centres undefined) | 26 | -2
CC1=CC(C)(C)N2C(=O)C(=O)c3cc(C)cc1c32 | 17 | -2
O=C(CSc1ncnc2ccccc12)Nc1ccc2c(c1)OCO2 | -2 | -3
CCOc1ccccc1C(=O)N1CCC(c2nc3cccnc3n2C)C1 (centres undefined) | 0 | -11

Copied from the list.
Pf apPOL block result of `CCn1nc(C)c(Cc2c(C)nn(CC)c2C)c1C` is entered as -6
Pf apPOL block result of `O=c1c2scc(-c3cccc(F)c3)c2ncn1Cc1ccncc1` is entered as -2
mHTT CaM bind result of `COC(CNC(=O)c1ccc2c(c1)ncn2-c1ccc(C)c(Cl)c1)OC` is entered as 33
mHTT CaM bind result of `CCc1nnsc1C(=O)Nc1ccc(S(=O)(=O)N(C)c2ccccc2)cc1` is entered as -7
Pf apPOL block result of `CC(C)(C)c1csc(NN=Cc2ccc3c(c2)OCO3)n1` is entered as 7
Pf apPOL block result of `CCCN1C(=O)Cc2ccccc2C1C(=O)NCc1ccccc1Br` (centres undefined) is entered as -3

(further entries)
smiles | mHTT CaM bind | Pf apPOL block
CCOC(=O)CNC(=O)c1cccnc1SC | nt | 5&-7
Cc1ccccc1/C=C1\Sc2ccccc2N(CC(=O)NCC2CCCO2)C1=O (centres undefined) | 40 | -2
COc1cc(CN2CCN(C(=O)c3ccc(F)cc3)CC2)cc(OC)c1OC | 0 | -1
O=C(Cc1ccc(Cl)cc1)Nc1cccc(-c2nnc(-c3ccco3)o2)c1 | 2 | -2
COc1ccc(OC)c(-c2cc(-c3ccccc3)nc(-c3cccc([N+](=O)[O-])c3)c2)c1 | nt | 13
O=C(c1cnccn1)N1CCc2cc(-c3ccno3)ccc21 | 2 | -4
O=[N+]([O-])/C(=C\Sc1ccccn1)c1ccccc1 | -1&22 | -1
CC(C)c1noc(-c2cccnc2N2CCCN(Cc3cccc(F)c3)CC2)n1 | -40 | 1
CCOC(=O)Cc1ccc(NC(=O)N2CCCC2c2cc(C(C)C)on2)cc1 (centres undefined) | 1 | -2
C=C[C@@H]1c2cc(C)ccc2N(S(=O)(=O)c2ccc(C)cc2)[C@H](c2ccc(C(C)(F)F)cc2)C1(C#N)C#N | 90* | -6
Clc1ncnc2c1oc1ccc(Br)cc12 | 2 | -2
N#Cc1sc(=S)n(-c2ccccc2)c1N | nt | -7
COc1ccccc1Oc1coc2c(CN3CCCC(C)C3)c(O)ccc2c1=O (centres undefined) | -1 | -5
O=C1OC2CC1N(C(=O)COc1ccccc1F)C2 (centres undefined) | -11 | -1
COc1cccc(NC(=S)NNC(=S)NC2CC3CCC2C3)c1 (centres undefined) | nt | -245
c1cnc(-c2n[nH]c(C3CCCN(CC4CCCCC4)C3)n2)cn1 (centres undefined) | 54* | -8
CC(C)CNC(=O)c1csc2c1CCCC2 | -8 | -3
Cc1cccc(NC(=O)c2cncc(-c3ccc(F)cc3)c2)c1 | 6 | -3
O=C(CN1C(=O)c2ccccc2C1=O)Nc1ccc(F)c(Cl)c1 | -4 | 1
CCN(CC)CCCNC(=O)C1CCCN(S(=O)(=O)N2CC(C)CC(C)C2)C1 (centres undefined) | 2 | -15
Cn1nc(-c2nc(C3CC3)no2)c2c1CCN(C(=O)c1ccc(F)cc1)C2 | -2 | -7
CCC(=O)N1c2ccc(S(=O)(=O)NCc3ccccn3)cc2CC1C (centres undefined) | 2 | 12
O=C1CCCC1CCCCCCCCCCCO (centres undefined) | -8 | nt
Cc1[nH]c2ccccc2c1C(c1ccco1)c1c(C)[nH]c2ccccc12 | 55* | -4
Cc1ccn2c(NC(=O)/C=C/c3ccccc3)c(-c3ccccc3)nc2c1 | 39 | 3
COc1cc(NC(=O)N2CCCC2c2cc(C)no2)cc(OC)c1 (centres undefined) | -2 | -3
O=S(=O)(CC(O)(c1ccc(F)cc1)c1ccc(F)cc1)c1ccc(Br)cc1 | nt | -5
COc1ccc(C=CC(=O)NCC2(CO)CC2)cc1OC | -7 | -1
OCCCNc1ncnc2c1sc1nc(N3CCOCC3)c3c(c12)CCCC3 | 2 | -4
C#CCOc1ccc(/C=C2\SC(=O)N(C)C2=O)cc1OCC | 5 | -1
CCC(=O)NCCc1csc(C2CCCN(C(=O)c3cccc(C)c3)C2)n1 (centres undefined) | -3 | 1
COc1ccc(C(=O)N(Cc2ccccc2)Cc2ccccc2)cc1OC | 26 | -8
O=C(NCC(=O)N1CCN(c2ccccc2Cl)CC1)c1c[nH]c2ccccc12 | -12 | -8
Cc1noc(C)c1C1CCCN1C(=O)Nc1ccccc1C(F)(F)F (centres undefined) | -7 | -3
Cc1cccc(NC(=O)c2sc3[nH]c(=O)c(C(=O)O)cc3c2N)c1C | 22 | -4
COCCNc1c2c(nc3ccccc13)CCC2 | 4 | 5
O=C(CN1CCN(C(=O)N2CCOCC2)CC1)Nc1cc(Cl)ccc1Cl | -7 | -3
CCOc1ccc(OCC)c(NS(=O)(=O)c2ccc3c(c2)CC(C)N3C(C)=O)c1 (centres undefined) | 15 | -4
Cc1ccc(-n2c(SCC(N)=O)nc3c(c2=O)C2(CCCC2)Cc2ccccc2-3)cc1 | 20 | -1
COc1ccc(-c2ccccc2[C@H]2[C@@H]3C=CC[C@@H](C)[C@@H]3C(=O)N2Cc2ccccc2)cc1 | 28 | -9
Cc1cc(C(=O)NCC(C)C)c2cc(F)ccc2n1 | 3 | -6
COC(C(=O)Nc1ccccc1C(=O)NC1CCCCC1)c1ccccc1 (centres undefined) | -5 | 5
Cc1cccc(NC(=O)N2CCCC(CCC(=O)NCc3ccc(F)cc3F)C2)c1 (centres undefined) | 4 | -1
Cc1ccc(OCCn2c(SCC(O)CO)nc3ccccc32)cc1 (centres undefined) | 28 | -3
O=C(COc1ccc2c(=O)c(-c3ccccc3)coc2c1)c1ccccc1 | 7 | 4
Oc1ccc(-c2csc(Nc3ncccn3)n2)cc1O | 21 | -9
CCCc1ccc(C(C)NC(=O)c2c(F)cccc2Cl)cc1 (centres undefined) | -13 | -18
COc1cc(CN2CCCC(C(=O)N3CCCCC3)C2)cc(OC)c1OC (centres undefined) | 0 | 4
COc1ccc2nc(NC(=O)c3ccc(C(C)(C)C)cc3)sc2c1 | -9 | -12
Cc1cccc(C(=O)NCc2ccncc2)c1 | -5 | -4
COc1ccc(NC(=O)Cc2ccc(Cl)cc2)cc1NC(=O)c1ccco1 | 2 | 0
COc1ccc(OCC(=O)O/N=C(\N)Cc2cccs2)cc1 | i | -8
CCN1c2cc(C(=O)NCCc3ccccc3)ccc2C(=O)N2CCCCC21 (centres undefined) | 19 | -1
N#Cc1sc2nc(-c3cccs3)ccc2c1N | -19&5 | -4
NC(=O)CN(CCc1ccccc1)S(=O)(=O)c1ccc(Cl)cc1 | -2 | 1
O=C(O)c1c[nH]c2ccc(S(=O)(=O)N3CCN(c4ccc(F)cc4)CC3)cc2c1=O | 18 | -1
O=C1CC(=O)N(c2ccc(Br)cc2)N1 | 4 | nt
CC(C)COc1ccc(C(=O)N2CCCCC2CCN2CCCCC2)cc1 (centres undefined) | 6 | -5
COc1ccc(N2C(=O)c3ccccc3C2C(=O)NC2CCCC2)cc1 (centres undefined) | 23 | -15
CC(=O)N1CCN(c2nc3c(s2)CC(C(=O)NC2CCCCCC2)CC3)CC1 (centres undefined) | 13 | -6
COc1ccc(-c2cc3ccccc3c(=O)o2)cc1 | nt | -4
CC1=CC(C)(C)N(C(=O)CSc2nc(C)cc(=O)[nH]2)c2ccccc21 | -22 | 1
CC1(C(=O)NCc2ccccc2)CCCN(C(=O)Nc2ccccc2Br)C1 (centres undefined) | -1 | -3

Single records, as listed above. Screens in order: mHTT CaM bind | Pf apPOL block
Entry for Cc1cccc(C(=O)NCc2ccncc2)c1 = -5 | -4
Entry for CC(=O)N1CCN(c2nc3c(s2)CC(C(=O)NC2CCCCCC2)CC3)CC1 (centres undefined) = 13 | -6
